LYPLA2 inh: LYPLA2 inhibitors, primary screen, counter-screen for PME1 inhibitor project, biochemical, fluorescence polarization, FP-Rh probe ABPP. Acyl-protein thioesterase 2 (Homo sapiens), O95372. inhibition, % at 5.9 µM. recombinant LYPLA2. 320,000 tested, 0.38% active;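 active = inhibition above the screen-wide mean plus 3 SD, limit set per campaign, cut at about 26% in these data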;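 also: 0% = LYPLA2 with DMSO and 100% = wells lacking LYPLA2 enzyme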
Target sequence (O95372 whole entry, looked up): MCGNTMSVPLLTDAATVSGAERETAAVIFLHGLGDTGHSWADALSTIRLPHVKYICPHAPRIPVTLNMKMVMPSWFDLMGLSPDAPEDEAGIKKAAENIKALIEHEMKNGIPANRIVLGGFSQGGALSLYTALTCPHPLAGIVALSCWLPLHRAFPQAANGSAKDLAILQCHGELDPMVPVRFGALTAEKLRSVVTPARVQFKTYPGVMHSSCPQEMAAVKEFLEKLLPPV
LYPLA1 inh: LYPLA1 inhibitors, primary screen, counter-screen for PME1 inhibitor project, biochemical, fluorescence polarization, FP-Rh probe ABPP | recombinant LYPLA1 | inhibition, % at 5.9 µM | 320,000 tested, 0.16% active | AID 2174, 2009;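 active = inhibition above the mean of all tested compounds plus 3 SD, set per campaign, cut at about 14% in these data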;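 also: inhibitors block serine hydrolase probe labeling of LYPLA1 so polarization falls; 0% = enzyme with DMSO and 100% = wells lacking LYPLA1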
ZTA counter: counter-screen for EBNA-1 inhibitors: inhibitors of Epstein-Barr virus ZTA | P03206 | 320,000 tested, 0.15% active | ZTA-DNA binding, fluorescence polarization | inhibition, % at 11 µM; in the data active = inhibition above about 33%
GSTO1 counter: inhibitors of recombinant GSTO1, primary screen, counter-screen for RBBP9 inhibitor project, biochemical, fluorescence polarization | Glutathione S-transferase omega-1 (Homo sapiens), P78417 | activity-based probe fluorescence polarization | inhibition, % at 5.96 µM | 300,000 tested, 1.1% active | AID 1974, 2009;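 active = inhibition above the campaign mean inhibition plus 3 SD, cut at about 35% in these data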;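 also: 0% = GSTO1-1 with DMSO and 100% = wells lacking GSTO1-1 enzyme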
PAFAH2 FP inh: PAFAH2 enzyme inhibitors, primary screen, biochemical, fluorescence polarization, human | inhibition, % at 3.39 µM | Platelet-activating factor acetylhydrolase 2, cytoplasmic (Homo sapiens), Q99487 | recombinant PAFAH2, FP-rhodamine activity probe | AID 492956, 2010 | 340,000 tested, 0.99% active;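 active = inhibition above the mean over all tested compounds plus 3 SD, cut at about 30% in these data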;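 also: inhibitors block probe labeling of enzyme so polarization drops; 0% = enzyme with DMSO and 100% = wells lacking PAFAH2 protein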
PREPL inh: PREPL enzyme inhibitors, primary screen, biochemical, fluorescence polarization; Prolyl endopeptidase-like (Homo sapiens), Q4J6C6; recombinant PREPL, fluorescence polarization activity-based probe; inhibition, % at 5.96 µM; 320,000 tested, 0.68% active; AID 2751, 2010; in the data active = inhibition above about 43%;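 also: 0% = enzyme with DMSO and 100% = wells lacking enzyme; many of its hits are not listed in these tables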
PAFAH1B3 inh: PAFAH1B3 enzyme inhibitors, primary screen, biochemical, fluorescence polarization, human; Platelet-activating factor acetylhydrolase IB subunit alpha1 (Homo sapiens), Q15102; recombinant PAFAH1B3, FP-rhodamine probe; inhibition, % at 3.39 µM; 340,000 tested, 0.28% active; AID 492972, 2010;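 active = inhibition above the screen-wide average of all tested compounds plus 3 SD, cut at about 25% in these data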;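 also: 0% = enzyme with DMSO only and 100% = wells lacking PAFAH1B3 protein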
PAD4 inh: human PAD4 inhibitors, primary screen, biochemical, fluorescence polarization, 1536-well format | recombinant PAD4, RCA probe fluorescence polarization | 330,000 tested, 0.41% active | Protein-arginine deiminase type-4 (Homo sapiens), Q9UM07 | inhibition, % at 6.36 µM;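 active = percent inhibition above a cutoff equal to the mean of all tested compounds plus 3 SD, cut at about 15% in these data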;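 also: 0% = PAD4 with RCA probe and DMSO and 100% = probe without PAD4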
Target sequence (Q9UM07 whole entry, looked up): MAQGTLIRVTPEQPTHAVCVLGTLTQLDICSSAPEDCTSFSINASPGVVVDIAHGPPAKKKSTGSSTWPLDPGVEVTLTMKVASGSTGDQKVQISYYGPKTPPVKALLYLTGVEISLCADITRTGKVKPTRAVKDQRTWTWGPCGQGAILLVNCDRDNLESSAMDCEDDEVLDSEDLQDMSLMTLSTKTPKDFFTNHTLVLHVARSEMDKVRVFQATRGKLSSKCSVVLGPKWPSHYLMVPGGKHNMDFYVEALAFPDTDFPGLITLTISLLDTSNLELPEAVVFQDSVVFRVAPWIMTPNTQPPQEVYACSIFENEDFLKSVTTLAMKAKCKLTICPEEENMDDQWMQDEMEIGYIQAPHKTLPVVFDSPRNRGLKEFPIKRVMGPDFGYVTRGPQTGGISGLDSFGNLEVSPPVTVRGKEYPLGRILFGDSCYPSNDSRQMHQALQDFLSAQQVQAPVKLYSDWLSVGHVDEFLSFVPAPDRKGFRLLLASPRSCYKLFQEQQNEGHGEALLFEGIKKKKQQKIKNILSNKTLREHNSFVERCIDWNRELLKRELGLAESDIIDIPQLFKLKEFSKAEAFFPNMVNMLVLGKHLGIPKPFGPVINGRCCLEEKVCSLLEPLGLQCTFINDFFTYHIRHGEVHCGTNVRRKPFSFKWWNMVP
EBNA-1 inh: EBNA-1 DNA-binding inhibitors, primary screen, biochemical, fluorescence polarization; inhibition, % at 14.8 µM; 300,000 tested, 0.34% active; AID 1950, 2009; in the data active = inhibition above about 28%
The depositor's hits bear a star; x = not tested or not shown. The list is partial, so the mix of outcomes need not match the whole.

structure	LYPLA2 inh	LYPLA1 inh	ZTA counter	GSTO1 counter	PAFAH2 FP inh	PREPL inh	PAFAH1B3 inh	PAD4 inh	EBNA-1 inh
O=C(CCc1nnc(-c2ccccc2)o1)NCc1c(F)cccc1F	-4	-3	5	0	0	8	-2	0	-3
CCOC(=O)C(=O)N(Nc1ccccc1C)c1ccccc1C	-2	0	6	-1	0	0	9	-1	13
O=c1onc(-c2ccc(Cl)cc2)n1Cc1ccc(F)cc1	-1	1	4	3	-3	-7	6	-3	4
COC(=O)c1sccc1NC(=O)Cc1ccc(Br)cc1	4	2	-8	1	-2	-3	1	-3	3
CCOC(=O)C1CCN(C(=O)c2ccc(NC(=O)C3CCCO3)cc2)CC1 (stereo not drawn)	15	2	-19	2	-11	-11	-7	4	-9
CCOCc1cnc(C)nc1NCC(=O)c1c(C)[nH]c2ccc(OC)cc12	5	3	-14	5	3	7	10	2	4
COC(=O)c1c(NC(=O)Nc2ccc(Cl)cc2)sc(C)c1C	-4	-2	7	1	-12	1	1	-1	-10
O=C1CN(C(=O)c2c(F)cccc2F)C(c2ccccc2)c2cc(Br)ccc2N1 (stereo not drawn)	1	1	11	1	-2	17	5	-3	-1
O=C(OCn1nnc2ccccc2c1=O)c1cccc(S(=O)(=O)N2CCOCC2)c1	3	-3	-10	x	26	8	8	1	x
COc1cc(OC)c(C(=O)NCC2CCCO2)cc1OC (stereo not drawn)	2	1	6	8	-8	-8	4	3	-13
CCC(Sc1n[nH]c(=O)[nH]c1=O)C(=O)OCc1ccccc1 (stereo not drawn)	-1	-2	0	2	-6	-2	-13	-4	-14
CCCCOc1ccccc1Cn1c(=O)oc2ccc(C)cc21	-3	-2	10	0	-2	-3	5	-2	7
Cc1cc(C)n(/N=C/c2cc(Cl)cc(Cl)c2O)c(=O)c1	-2	0	-11	4	4	-8	5	-1	-6
COc1ccc(NC(=O)CS(=O)CC(=O)Nc2ccc(F)cc2F)cc1 (stereo not drawn)	-2	0	-10	5	3	3	-3	0	0
CCCCCN(C(=O)NC(=O)Nc1cccc(C)c1C)S(C)(=O)=O	-5	-5	21	0	-6	1	8	-2	-3
Clc1ccccc1-c1nnc(-c2ccc3c(c2)OCO3)o1	5	0	-11	-11	-5	16	5	-3	-17
O=S(=O)(NCc1cccs1)c1ccc(Br)cc1	-1	-4	-2	6	7	-9	4	-1	-5
Cc1ccc2[nH]cc(CCNC(=O)c3cccnc3)c2c1	2	-1	-22	-2	8	23	4	-1	3
N=c1c(C(=O)NC2CCCC2)cc2c(=O)n3ccccc3nc2n1C1CCCC1	0	-1	8	-2	4	9	3	-1	8
Cc1ccc(NC(=O)N[C@H](C(=O)O)C(C)C)c(C)c1	0	2	12	-5	-2	-5	-3	1	7
CC(C)CC1NC(=O)N(Cc2cc(=O)n3ccsc3n2)C1=O (stereo not drawn)	-6	1	11	-5	10	3	8	3	-3
COc1ccc(NC(=O)CN2C(=O)C(C)Oc3ccccc32)c(OC)c1 (stereo not drawn)	1	-1	3	3	-7	2	-3	-3	-3
CCc1ccc(CN(C)Cc2nc(Cc3ccc(OC)c(OC)c3)no2)nc1	0	1	-4	3	-4	-6	3	5	-5
S=C(NCC1CCCO1)NC1CC1 (stereo not drawn)	-1	-2	-12	6	4	19	6	-4	-1
COC(=O)C1C2C=CC3(CN(c4cccc(Cl)c4)C(=O)C13)O2 (stereo not drawn)	-1	3	-4	10	2	5	0	0	-2
Cc1ccc(C(c2nnnn2C2CCCCC2)N(C)C2CCCCC2)cc1 (stereo not drawn)	-7	-5	-2	-7	9	-2	-2	0	-9
COc1ccc2oc(C(=O)Nc3ccccc3N3CCOCC3)c(C)c2c1	-13	-4	-11	-5	5	-5	2	2	14
NNC(=O)C1c2ccccc2Oc2ccccc21	1	-2	-17	4	3	9	1	0	-7
CSc1nc2ccc(NC(=O)c3nn(C(C)C)c(=O)c4ccccc34)cc2s1	-6	-6	-6	-15	-12	0	-2	-5	-5
COc1ccc(C(=O)NC2CCN(C(=O)Nc3ccccc3Cl)CC2)cc1	7	2	-7	-3	2	5	3	-2	-21

Exported with each value named: part of the list above
CSc1nc2ccc(NC(=O)c3nn(C(C)C)c(=O)c4ccccc34)cc2s1
- LYPLA2 inh: -6
- LYPLA1 inh: -6
- ZTA counter: -6
- GSTO1 counter: -15
- PAFAH2 FP inh: -12
- PREPL inh: 0
- PAFAH1B3 inh: -2
- PAD4 inh: -5
- EBNA-1 inh: -5

COC(=O)c1sccc1NC(=O)Cc1ccc(Br)cc1
- LYPLA2 inh: 4
- LYPLA1 inh: 2
- ZTA counter: -8
- GSTO1 counter: 1
- PAFAH2 FP inh: -2
- PREPL inh: -3
- PAFAH1B3 inh: 1
- PAD4 inh: -3
- EBNA-1 inh: 3

Next section
structure	LYPLA2 inh	LYPLA1 inh	ZTA counter	GSTO1 counter	PAFAH2 FP inh	PREPL inh	PAFAH1B3 inh	PAD4 inh	EBNA-1 inh
COc1cccc(/C=N/NC(=O)c2ccc(=O)n(C)c2)c1O	3	3	-12	5	3	0	13	5	-8
C1CCN(c2nc3nonc3nc2NCC2CCOCC2)CC1	3	2	-2	-5	-4	9	-4	-3	3
CC1CCN(C(=O)CSc2nnc(CNC(=O)c3ccco3)o2)CC1	0	-1	2	-1	-3	-8	2	2	-2
COCCNC(=O)C1CCC(CNS(=O)(=O)c2c(C)cc(C)cc2C)CC1 (stereo not drawn)	-10	0	3	0	-1	17	-1	-2	-10
COc1cc(CCC(=O)OCC(=O)N2CC(=O)Nc3ccccc32)cc(OC)c1OC	x	x	x	x	9	9	8	-2	x
CN(C)C(CNC(=O)c1ccc(-c2ccccc2)cc1)c1ccccc1 (stereo not drawn)	0	-1	-14	4	4	-4	1	0	-4
NC(=O)c1cc2ccccc2o/c1=N/NC(=O)c1ccccc1	2	-1	-1	7	9	9	2	0	2
Cc1ccn2c(NC(=O)c3ccccc3)c(-c3cccs3)nc2c1	-4	-3	-13	7	5	5	4	1	-11
CC(C)CC(C)NNC(=O)c1cc2ccccc2[nH]1 (stereo not drawn)	2	2	11	4	1	13	-1	-3	1
c1ccc2c(c1)NC1(CCCC1)n1c-2nc2ccccc21	-3	-3	-9	-2	4	12	8	-6	3
CCCCN(CCCC)S(=O)(=O)c1ccc(C(=O)Nc2nnc(COC)o2)cc1	4	0	-4	11	-7	-8	3	1	7
COc1ccccc1-c1nnc(C2CCN(S(=O)(=O)c3ccc([N+](=O)[O-])cc3)CC2)o1	75*	2	4	3	3	18	4	0	-9
CCOc1ccc2nc(NCCNC(=O)CC)c(C#N)cc2c1	2	-1	-1	-4	-12	-1	7	-6	-13
Cc1noc(C(=O)N2CCN(c3ccccc3)CC2)c1Cl	-5	-4	-10	3	-3	-5	-1	6	-4
Cc1ccc(O)c(-c2cc(C(F)(F)C(F)F)[nH]n2)c1	0	-1	10	3	11	0	5	-1	6
COc1ccc(NC(=O)CC2C(=O)N(c3ccc(OC)cc3)C(=O)N2C(C)C)cc1 (stereo not drawn)	5	-1	9	8	1	2	3	0	5
CC1CN(c2ccccc2)C(=O)CS1 (stereo not drawn)	4	1	7	-15	3	-7	11	-4	8
COc1ccc2oc(C)c(C(=O)c3ccc([N+](=O)[O-])cc3)c2c1	-2	3	-3	-2	11	9	5	1	-7
O=C(CNC(=O)c1ccccc1F)OCC(=O)c1c[nH]c2ccccc12	x	x	x	x	2	4	12	1	x
CCCc1nnc(NC(=O)Cn2c(=O)oc3ccccc32)s1	-2	-4	-12	-4	4	6	3	2	3
COc1ccc2nc(N3CCN(C(=O)C4COc5ccccc5O4)CC3)sc2c1 (stereo not drawn)	3	-1	-6	-5	9	13	4	3	-9
C[C@H](CO)N1C[C@H](C)[C@@H](CN(C)Cc2ccc(C(=O)O)cc2)Oc2ccc(NS(=O)(=O)c3cn(C)cn3)cc2C1=O	x	x	x	x	-4	6	-4	9	x
COC(=O)c1c(N2C(=O)[C@H]3[C@@H](C2=O)[C@]2(C(=O)Nc4c(C)cc(C)cc42)N2CCC[C@@H]32)sc(C)c1C	-7	-8	-31	-5	3	7	5	-3	-5
C=CC[C@@H](Cc1ccc(F)cc1)C(=O)OC[C@@H]1CCCN1C(=O)[C@@H](CC=C)CC(=O)NCCO	x	x	x	x	2	11	1	-3	x
O=[N+]([O-])c1ccc2c(c1)nc1n2CCN(C2CCCCC2)C1	7	4	-27	12	7	13	4	-8	-6
CC1CCCCC1NC(=O)CCNS(=O)(=O)c1ccc(Cl)cc1 (stereo not drawn)	1	1	2	5	7	-4	6	-1	-2
Cc1ccc(C(=O)NCCc2ccncc2)cc1	3	2	4	5	-4	14	-2	-4	-6
COc1cccc(NC(=O)CC2(CC(=O)O)CCCC2)c1	0	4	11	-8	2	-2	8	0	7
COC(=O)C1=C(C(=O)OC)N2C=CC=CC2(C)C(C(=O)OC)=C1C(=O)OC (stereo not drawn)	3	0	-3	0	9	-7	0	-3	4
O=C(CN(C(=O)CCC(=O)Nc1nccs1)c1ccc(F)cc1)NCC1CCCO1 (stereo not drawn)	1	2	9	-5	4	-6	4	-1	7
CC1(C)CC(=O)c2sc(NS(=O)(=O)c3ccc(F)cc3)nc2C1	-3	-3	14	-11	14	-5	4	-6	11
Cc1ccc(C(=O)NCC(=O)OC(C)C(=O)Nc2ccccc2[N+](=O)[O-])s1 (stereo not drawn)	x	x	x	x	1	12	9	-4	x
O=C(O)c1ccccc1CSc1ncccc1C(=O)O	2	0	4	-5	-1	-1	1	-1	-5
CC(=O)OCC1OC(n2ncc(=O)n(Cc3ccccc3)c2=O)C(OC(C)=O)C1OC(C)=O (stereo not drawn)	-1	-2	13	5	2	6	-1	-3	-24

Bioassay records: PubChem BioAssay, The Scripps Research Institute Molecular Screening Center
